# Bioassay records: PubChem BioAssay, several laboratories
# Granule exo inh = lytic granule exocytosis inhibition | TALL-104 LAMP-1 surface exposure, flow cytometry; cells stimulated with thapsigargin and PMA | inhibition, % at 10 µM | actives 0.66% (n = 360,000);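 active means inhibition above about 55%, limit read from the data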
# HTR2A ag = activates the mouse 5-HT2A serotonin receptor. P35363. CHO-K1 mHTR2A beta-arrestin complementation, luminescence; percent of 30 µM serotonin response. activation, % at 7.6 µM. actives 0.66% (n = 360,000);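 active means activation above a run cutoff, the mean activation of all tested compounds plus 3 SD, cut at about 14% in these data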;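 further: 0% = plate median of compound wells and 100% = 30 µM serotonin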
# H9c2 protect = myocardial damage modulation in H9c2 cells; AID 588492; H9c2 cardiomyocytes, H2O2 injury protection, ATPLite, 2 h; protection from H2O2 cell death, % at 20 µM; actives 0.63% (n = 360,000);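 active means compounds giving at least 50% protection of heart cells from peroxide-induced death in the single-dose screen, raw or plate-pattern-corrected value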;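 further: 0% = DMSO wells with peroxide and 100% = DMSO wells without peroxide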
# Glyco luc inh = blocks N-linked glycosylation in D54 reporter cells. D54 ERlucT glycosylation luciferase reporter, 24 h; percent of 100 nM tunicamycin response. reporter increase, % at 12.5 µM. actives 0.23% (n = 360,000). AID 588692;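 active means mean luciferase reporter signal, scaled so untreated is 0 and the glycosylation-blocking control 100, at or above a set limit in every replicate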;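 further: luciferase carries N-glycosylation sites so blocking glycosylation raises the light; 0% = median of neutral control wells and 100% = median of 100 nM tunicamycin wells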
# MC4R antag cAMP = blocks human MC4R cAMP signaling | actives 0.48% (n = 360,000) | MC4R-expressing cells, MTII-stimulated cAMP, LANCE TR-FRET | inhibition, % at 6.5 µM | P32245;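 active means inhibition above its plate's cutoff, the mean of tested wells on that plate plus 3 SD, cut at about 29% in these data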;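 further: 0% = Melanotan II alone and 100% = Melanotan II plus saturating MCL0020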
#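 Material: human MC4R-expressing U2OS cells. Probe or stimulus: Melanotan II challenge. Dosing: 6.5 µM single dose. Times: 30-min compound, 1-h challenge, 1-h detection, room temperature. Technique: TR-FRET with Eu-cAMP and labeled anti-cAMP, 671 nm. Replication: singlicate.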
# ABHD5-PLIN5 inh = ABHD5-PLIN5 protein interaction inhibition; Split G. princeps luciferase complementation, luminescence, 4 h; inhibition, % at 4 µM; actives 0.78% (n = 360,000); AID 602281;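 active means inhibition above the mean inhibition across every tested compound plus 3 SD, cut at about 22% in these data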;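 further: 0% = DMSO only wells and the 100% control is not disclosed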
# MC4R barr agon = activates human MC4R beta-arrestin recruitment. actives 0.98% (n = 360,000). activation, % at 8.9 µM. U2OS MC4R beta-arrestin complementation, luminescence; percent of melanotan II response, DMSO zero. P32245;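 active means activation above a per-plate cutoff, the mean activation of sample wells on that plate plus 3 SD, cut at about 8% in these data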
# CaV13 ICDI inh = Disruptors of the CACNA1D IQ motif to Ca2+-dependent inactivation inhibitor domain association, primary screening, Förster resonance energy transfer in intact living …. HEK cells, CFP/YFP FRET ICDI-IQ, plate reader, 10 min; percent FRET-ratio fall versus neutral wells. inhibition, % at 12.3 µM. actives 0.098% (n = 340,000). AID 743397;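 active means mean replicate inhibition of at least 30% and at least 1% of replicates passing that level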;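 further: 0% = median of the neutral control wells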
# PDI turbidity = blocks human protein disulfide isomerase activity. P07237. PDI insulin aggregation turbidity, A650, 90 min. inhibition, % at 10 µM. actives 0.052% (n = 350,000);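 active means mean inhibition across replicates of 30% or more, whatever share of single replicates reach that level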;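 further: absorbance from insulin aggregation driven by PDI reduction with DTT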
# ABCB6 inh MLPCN = human ABCB6 transporter inhibition; K562-ABCB6 porphyrin accumulation, flow cytometry, 1 h; active compounds read low; fluorescence ratio to DMSO, % at 10 µM; actives 0.19% (n = 360,000); AID 602162;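 active means fluorescence ratio to DMSO below 75%, the collection mean minus 3 SD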;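 further: signal is porphyrin accumulated inside mitochondria; 100% equals median channel fluorescence of DMSO control wells; lower ratio means ABCB6 inhibition with less porphyrin fluorescence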
# Target sequence (Q9NP58 whole entry, looked up): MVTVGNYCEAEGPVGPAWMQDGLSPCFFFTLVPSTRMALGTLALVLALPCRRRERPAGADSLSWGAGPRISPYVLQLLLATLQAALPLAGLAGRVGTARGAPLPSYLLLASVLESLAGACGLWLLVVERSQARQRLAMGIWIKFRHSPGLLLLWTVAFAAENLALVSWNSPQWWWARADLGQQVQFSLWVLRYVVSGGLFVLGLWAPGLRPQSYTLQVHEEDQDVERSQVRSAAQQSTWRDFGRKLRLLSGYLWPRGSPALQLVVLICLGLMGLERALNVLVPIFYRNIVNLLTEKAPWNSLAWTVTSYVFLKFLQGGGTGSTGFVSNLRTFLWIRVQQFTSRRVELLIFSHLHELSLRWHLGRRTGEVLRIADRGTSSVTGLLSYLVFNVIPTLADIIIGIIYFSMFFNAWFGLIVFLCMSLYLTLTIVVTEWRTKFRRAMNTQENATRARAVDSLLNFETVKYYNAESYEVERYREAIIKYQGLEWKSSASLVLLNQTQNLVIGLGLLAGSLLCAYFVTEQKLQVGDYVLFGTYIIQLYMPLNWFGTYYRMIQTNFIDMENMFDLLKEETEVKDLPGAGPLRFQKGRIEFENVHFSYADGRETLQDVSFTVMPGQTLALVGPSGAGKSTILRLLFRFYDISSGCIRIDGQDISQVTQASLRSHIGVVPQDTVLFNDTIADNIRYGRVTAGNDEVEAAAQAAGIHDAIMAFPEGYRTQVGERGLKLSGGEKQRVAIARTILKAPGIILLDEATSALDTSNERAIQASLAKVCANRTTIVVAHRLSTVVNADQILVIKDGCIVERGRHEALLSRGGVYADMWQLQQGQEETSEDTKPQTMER
# * hit, by the source's call; . = no result given.
# Each structure is followed by: Granule exo inh	HTR2A ag	H9c2 protect	Glyco luc inh	MC4R antag cAMP	ABHD5-PLIN5 inh	MC4R barr agon	CaV13 ICDI inh	PDI turbidity	ABCB6 inh MLPCN
O=C(NCc1ccc2c(c1)OCO2)c1ccc(Cl)s1
→ 2.6	-2.7	-2.2	-2.4	1.4	1.5	-0.5	-2.8	8.2	96.0
Cc1ccc2nc3c(cc(C(=O)NCc4ccco4)c(=N)n3Cc3ccco3)c(=O)n2c1
→ -0.9	-2.9	9.7	3.1	-24.7	32.6*	-1.3	-4.3	1.8	101.0
CN(C)CCCNc1nc(-c2ccccc2)c2c(c1C#N)CC(C)(C)OC2
→ 0.3	-4.8	3.7	2.8	-3.3	-7.9	0.5	0.3	-0.9	94.0
COc1cc(C2CC(=O)Nc3c2c(=O)nc2c(C)cccn32)cc(OC)c1OC (configuration not stated)
→ 1.0	7.0	1.1	0.0	3.0	2.4	-0.1	1.0	-3.1	100.0
CC(=O)c1ccc(N2CCN(C(=O)[C@H](C)NC(=O)c3ccccc3Cl)CC2)cc1
→ -16.2	0.4	0.3	-2.8	3.9	-9.4	0.6	-2.2	12.5	97.0
COc1ccc(-c2onc(C)c2-c2ccc3c(c2)OCCO3)c(O)c1
→ 3.4	-1.6	4.4	-0.9	3.7	14.7	1.4	1.8	-5.7	105.0
CC1(c2nnnn2Cc2ccccc2)CCC(=O)N1Cc1cccs1 (configuration not stated)
→ -3.5	4.4	.	.	.	-3.5	.	-9.8	.	102.0
Cc1cc(C(=O)N2CCN(C(c3ccccc3)c3ccccc3)CC2)no1
→ 1.1	0.8	8.3	-2.9	11.5	-5.3	3.4	.	12.7	95.0
CCOc1ccc(N2CC(C(=O)Nc3ccc(F)cc3F)CC2=O)cc1 (configuration not stated)
→ -0.8	-1.3	4.6	1.9	-4.0	1.8	-2.9	.	-0.7	99.0
COC(=O)c1ccc(CNC(=O)CCC(=O)N2CCOCC2)cc1
→ -1.9	1.8	-2.2	3.4	7.3	-5.2	0.8	-5.4	0.1	113.0
O=C(Nc1ccc(O)c(C(=O)O)c1)c1cccc(NC(=O)c2ccco2)c1
→ 0.3	0.1	0.5	1.0	6.9	5.2	0.2	-3.0	4.5	103.0
CCc1ccc(NC(=O)C(=O)NCCOc2ccccc2Cl)cc1
→ 1.9	5.7	-2.3	1.8	-3.5	1.4	20.9*	-2.7	-5.4	96.0
CCC(C(=O)NCc1ccccc1)n1c(C2CCN(C(C)=O)CC2)nc2ccccc21 (configuration not stated)
→ 12.0	0.6	.	.	.	-2.4	.	-9.7	.	.
COc1cc(C(=O)N/N=C/c2cc([N+](=O)[O-])cs2)cc(OC)c1OC
→ -5.2	-4.1	12.4	23.6	-10.5	-1.9	0.0	-4.3	-8.5	103.0
CCOc1ccccc1C1NC(=O)CCC1[N+](=O)[O-] (configuration not stated)
→ 2.5	-1.5	7.3	0.5	-5.9	-1.3	-1.3	-1.7	7.7	100.0
S=C(Nc1ccc(Oc2ccccc2)cc1)NC1CCCCC1
→ 1.9	0.5	-23.5	-4.7	7.0	-17.7	-2.2	-4.4	7.4	95.0
CCn1nc(NC(=O)C(C)C)c2cc3ccc(C)cc3nc21
→ 13.2	3.9	-0.6	2.0	-0.1	-4.0	0.1	-8.5	1.2	103.0
O=C(c1cc([N+](=O)[O-])cc([N+](=O)[O-])c1)N1CCOCC1
→ -2.4	1.8	6.2	2.9	-6.7	-0.7	-0.8	-2.7	-8.7	97.0
NC(=O)CSc1nnc(Cc2csc(Nc3ccccc3)n2)n1Cc1ccccc1
→ 3.6	-6.3	1.8	0.9	-0.6	2.4	-1.8	-9.0	7.5	100.0
O=C(C1CC(=O)N(c2ccc(F)cc2)C1)N1CCCCC1 (configuration not stated)
→ 14.8	5.8	-1.4	-1.2	-2.4	-12.9	-0.3	-6.7	10.8	99.0
CN(Cc1ccccc1)S(=O)(=O)c1ccc2[nH]c(=O)ccc2c1
→ -3.6	-7.4	4.0	-1.8	4.3	-6.4	-0.8	-5.9	.	100.0
CC(C)c1ccccc1NC(=O)CNCCOc1ccccc1F
→ -11.7	-10.7	-9.2	2.3	8.2	5.9	-0.5	-17.0	4.0	98.0
CC(C)C(NC(=O)c1ccco1)C(=O)OCc1cc([N+](=O)[O-])cc2c1OCOC2 (configuration not stated)
→ 0.5	-0.1	-5.9	0.2	9.1	3.6	-3.4	-16.2	-2.0	98.0
CC(C)=NNC(=O)CN1C(=O)NC2NC(=O)NC21 (configuration not stated)
→ -8.7	1.3	-3.1	3.5	5.6	-1.9	-0.3	-4.4	5.1	96.0
O=[N+]([O-])c1ccc(Oc2ccc(/C=N/O)cc2)nc1
→ 0.4	5.6	-10.3	0.6	-1.4	0.6	-2.2	-1.6	-0.4	89.0
COc1cc(NC(=O)c2cccs2)ccc1NC(=O)c1ccccc1Cl
→ -0.4	-2.0	7.8	-1.8	3.8	-0.8	0.6	-2.9	0.2	96.0
Oc1ccc(-c2n[nH]c(C(F)(F)F)c2-c2ccccc2)c(O)c1
→ 3.1	14.3	-19.0	-7.2	30.4*	-5.7	2.8	-4.9	-5.7	106.0
CC1(C(=O)NCc2ccc(Cl)cc2)CCN1C(=O)Cc1cccc2ccccc12 (configuration not stated)
→ 2.9	-4.4	2.1	-0.5	5.2	4.5	0.9	-3.7	4.5	95.0
O=C(C1=C[C@@H](C2CC2)C[C@@H](OCc2ccc(CO)cc2)O1)N1CCOCC1
→ 9.1	4.7	5.9	1.2	-0.4	-4.3	0.9	-9.0	-5.4	101.0
COc1cc(/C=N/NC(=S)Nc2cccc(C(=O)O)c2)cc(OC)c1OC
→ 3.2	6.3	3.2	-4.2	-2.3	-2.2	-0.9	-15.2	-5.7	103.0
CCN(CC)S(=O)(=O)c1cccc(C(=O)N2CC(O)CC2C(=O)O)c1 (configuration not stated)
→ 0.7	0.6	-3.8	1.9	4.6	-3.8	2.0	.	4.0	96.0
Cc1ccc(C2c3[nH]c4ccccc4c3C[C@H]3C(=O)N(c4ccccc4C(=O)NCCN4CCOCC4)C(=O)N23)cc1 (some centres not stated)
→ -1.9	-8.9	38.6	-0.7	18.3	-4.7	-1.7	.	.	101.0
CCOC(=O)c1cnc(C(C)(C)C)[nH]c1=O
→ -0.5	0.5	9.4	1.8	0.2	1.1	-0.3	-3.3	8.9	97.0
CS(=O)(=O)N1CCC(C(=O)Nc2ccc3c(c2)OCO3)CC1
→ -3.0	-2.0	0.9	2.7	0.4	-1.4	-0.8	-5.6	-1.7	97.0
CC1(C)CC(=O)C/C(=N\NC(=O)CCc2ccc(S(=O)(=O)N3CCOCC3)cc2)C1
→ 1.7	2.3	8.5	0.9	0.0	3.6	2.1	4.1	-1.5	97.0
Cc1ccc(CNC(=O)c2ccc(N3CCc4ccccc43)c([N+](=O)[O-])c2)cc1
→ -2.4	-6.9	-4.2	-4.8	1.2	-1.2	-2.9	-5.0	-6.1	97.0
CN(CC(=O)Nc1nccs1)S(=O)(=O)c1ccc(F)cc1
→ -1.4	9.4	4.9	1.7	6.1	8.8	0.4	-8.5	-2.0	99.0
Cc1ccc(C(=O)NCC(=O)N2CCCCCCC2)cc1C
→ -6.6	-5.0	4.5	0.2	2.5	9.4	0.7	-2.2	4.2	99.0
Cc1ccc(C(=O)CSc2nc(C)cc(=O)[nH]2)cc1
→ -1.4	-4.4	-0.6	1.5	7.2	-1.6	-0.6	-5.4	-0.3	102.0
N#Cc1cc2ccncc2c2ccccc12
→ -1.3	-0.4	11.6	1.0	-4.7	-0.8	-2.4	-6.4	1.9	91.0
CCCCOC(=O)c1ccc(NC(=O)c2c(Cl)ccc(Cl)c2OC)cc1
→ 5.1	-8.1	-7.8	1.3	10.1	-3.7	-2.1	-6.2	-4.3	101.0
CC(=O)Nc1ccc(SCC(=O)Nc2cc(C(C)(C)C)nn2-c2ccccc2)cc1
→ -3.3	0.0	3.8	-0.2	5.4	-0.2	-1.1	-19.2	-6.2	93.0
COc1ccccc1NC(=O)CSc1ccc(-c2ccc(-n3cccn3)cc2)nn1
→ 14.2	5.7	-4.2	-2.1	22.6	4.7	1.1	-2.3	-3.9	93.0
CCN(C(=O)COC(=O)C12CC3CC(CC(O)(C3)C1)C2)c1c(N)n(Cc2ccccc2)c(=O)[nH]c1=O
→ 2.9	-5.2	7.3	1.2	3.5	12.7	-1.9	-6.5	-3.1	96.0
O=c1cc(CN2CCN(c3ccccc3)CC2)nc2scc(-c3ccccc3)n12
→ 2.8	-1.0	-8.3	-4.0	11.9	-1.7	-1.7	-6.2	0.4	97.0
Cc1nc2c(OCc3ccccc3)cccn2c1N(C)C(=O)C1CCCCC1
→ 11.6	4.7	0.9	-1.7	1.9	2.6	-3.4	-6.4	-4.2	94.0
CCCCN(C)C(=O)CSc1nc(NCc2ccc(OC)cc2)c2ccccc2n1
→ -1.9	-2.2	-3.5	-7.6	10.5	4.7	0.2	-8.7	9.6	93.0
CCOc1ccc(-c2cccc(NC(=O)c3ccc(Br)o3)c2)nn1
→ 4.2	-4.6	2.4	-0.7	-3.5	-8.9	-2.6	-5.9	3.7	100.0
CCn1c(CCNC(=O)c2cccs2)nnc1SCC(=O)c1ccc(OC)cc1
→ 1.0	-0.7	19.8	3.6	4.3	-8.9	-2.3	-8.5	-0.9	103.0
O=C(COC(=O)C1C2CC3OC(=O)C1C3C2)Nc1ccc(Br)cc1 (configuration not stated)
→ 18.3	4.7	-3.0	3.0	21.8	-2.0	1.2	-2.9	5.1	103.0
CN(C)c1nc(Nc2ccccc2)nc(Oc2ccc(=O)[nH]n2)n1
→ -0.2	1.5	2.2	1.1	3.2	-1.4	-1.0	-3.9	-2.3	96.0
CCCN(Cc1nnc(-c2cccs2)o1)C(=O)c1cc(S(=O)(=O)N2CCOCC2)ccc1C
→ -0.5	-0.2	10.0	1.0	-3.4	-2.0	-0.9	-2.2	3.4	97.0
COc1ccccc1-n1c(SCC(=O)O)nnc1-c1ccc(S(=O)(=O)N2CCCCC2)cc1
→ 0.0	1.8	0.8	2.0	0.8	-6.6	-1.1	-8.7	-0.8	93.0
Cc1ccn2c(CNCCn3nc(C)cc3C)c(C(=O)N3CCCCCC3)nc2c1
→ 27.0	-5.8	-7.7	-0.6	10.8	-1.4	-2.9	-21.1	6.9	97.0
CC1CCCCN1C(=S)Nc1ccc(S(=O)(=O)N2CCCCC2)cc1 (configuration not stated)
→ 9.6	0.5	-3.9	-2.1	1.2	-8.1	2.2	-5.1	12.3	94.0

# Record cards (already shown):
# Cc1nc2c(OCc3ccccc3)cccn2c1N(C)C(=O)C1CCCCC1 reads Granule exo inh = 11.6; HTR2A ag = 4.7; H9c2 protect = 0.9; Glyco luc inh = -1.7; MC4R antag cAMP = 1.9; ABHD5-PLIN5 inh = 2.6; MC4R barr agon = -3.4; CaV13 ICDI inh = -6.4; PDI turbidity = -4.2; ABCB6 inh MLPCN = 94.0
# CCCCN(C)C(=O)CSc1nc(NCc2ccc(OC)cc2)c2ccccc2n1 reads Granule exo inh = -1.9; HTR2A ag = -2.2; H9c2 protect = -3.5; Glyco luc inh = -7.6; MC4R antag cAMP = 10.5; ABHD5-PLIN5 inh = 4.7; MC4R barr agon = 0.2; CaV13 ICDI inh = -8.7; PDI turbidity = 9.6; ABCB6 inh MLPCN = 93.0

# Hits appear at their usual frequency, and some 4.2% of all compounds hit somewhere here.
